From PubChem BioAssay
MEKK3 PB1 HTS = MEKK3-MEK5 PB1 interaction, increase or decrease; Q99759; bead-based flow cytometry, Alexa488-MEK5 binding to MEKK3; actives lie on both sides; 0 = blocked by unlabeled MEK5, 100 = vehicle; binding response (% of control), % at 10 µM; 1.4% of 290,000 active; AID 1529;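 active = binding response more than 3 SD above or below the average of its plate-row segment, actives on both sides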;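 also: Alexa488 bead fluorescence after subtracting the streptavidin-only scavenger bead signal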
Target sequence (Q99759 whole entry, looked up): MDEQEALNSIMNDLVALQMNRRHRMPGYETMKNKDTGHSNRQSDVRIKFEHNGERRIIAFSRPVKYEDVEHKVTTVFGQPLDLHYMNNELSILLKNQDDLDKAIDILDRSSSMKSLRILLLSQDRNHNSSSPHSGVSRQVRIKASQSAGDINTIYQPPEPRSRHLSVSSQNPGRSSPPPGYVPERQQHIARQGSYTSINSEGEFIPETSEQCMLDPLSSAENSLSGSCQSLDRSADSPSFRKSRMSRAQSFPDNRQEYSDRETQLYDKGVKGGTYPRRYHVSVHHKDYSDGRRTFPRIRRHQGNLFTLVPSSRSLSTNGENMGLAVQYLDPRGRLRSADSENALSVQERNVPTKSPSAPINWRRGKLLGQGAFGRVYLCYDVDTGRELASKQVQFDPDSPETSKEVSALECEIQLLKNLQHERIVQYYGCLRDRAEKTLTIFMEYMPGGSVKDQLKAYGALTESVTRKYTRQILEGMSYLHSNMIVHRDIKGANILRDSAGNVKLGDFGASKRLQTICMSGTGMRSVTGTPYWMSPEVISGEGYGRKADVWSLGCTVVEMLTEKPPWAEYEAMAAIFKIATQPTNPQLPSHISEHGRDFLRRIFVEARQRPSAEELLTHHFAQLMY
MEKK2mut PB1 HTS = signal of MEK5 binding to mutant human MEKK2 PB1 domain; bead flow cytometry, Alexa488-MEK5 binding to MEKK2 mutant; percent response, % at 10 µM; 0.35% of 290,000 active; AID 1530; in the data active = percent response above about 24%, passing the limit was not always enough; also: inactives centre near 1; some results filed as inactive read as strong as hits; reference of the scale not given here
DNA FID counter = displaces DNA intercalator in HCV helicase counter-screen; DNA fluorescent intercalator displacement, fluorescence; inhibition, % at 7.9 µM; 0.17% of 290,000 active; AID 1845; in the data active = inhibition above about 37%;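 also: 0% = vehicle and 100% = reference compound; higher means more ethidium bromide displaced from hairpin DNA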
OXTR ag = human OXTR agonism. P30559. CHO-OTR cells, Fluo-8 calcium fluorescence; normalized: DMSO 0%, oxytocin 100%. activation, % at 3 µM. 0.32% of 320,000 active;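 active = activation above the mean of all tested compounds plus 3 SD, cutoff set per screening run, cut at about 20% in these data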;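 also: peak over basal fluorescence ratio from a 100 s FLIPR kinetic read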
PHOSPHO1 block = PHOSPHO1 (human) inhibition; 1.1% of 290,000 active; Q8TCT1; inhibition, % at 13.3 µM; AID 1565; recombinant PHOSPHO1, absorbance phosphatase assay; in the data active = inhibition above about 60%
Target sequence (Q8TCT1 whole entry, looked up): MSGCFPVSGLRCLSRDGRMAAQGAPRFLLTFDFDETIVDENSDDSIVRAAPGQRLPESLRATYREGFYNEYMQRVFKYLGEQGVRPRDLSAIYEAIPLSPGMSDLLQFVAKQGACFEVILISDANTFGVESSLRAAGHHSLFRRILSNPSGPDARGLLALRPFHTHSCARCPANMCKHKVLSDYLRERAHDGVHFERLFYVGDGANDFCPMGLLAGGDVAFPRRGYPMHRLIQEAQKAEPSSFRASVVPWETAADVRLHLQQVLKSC
MEKK2 WT-MEK5 = raises or lowers MEK5 binding to wildtype human MEKK2 PB1 domain | 1.1% of 290,000 active | AID 1531 | binding response (% of control), % at 10 µM | bead flow cytometry, Alexa488-MEK5 binding to MEKK2 WT; actives lie on both sides | Q9Y2U5; in the data active = binding response below about 67% or above about 130%
NALP1 inh = inhibitors of NALP1 inflammasome in yeast; S. cerevisiae NALP1/ASC/caspase-1 growth, X-gal OD620, 72 h; inhibition, % at 10 µM; 0.61% of 280,000 active; in the data active = inhibition mostly above about 24%, no sharp cut-off; inactive = mostly below about 32%; also: some compounds called inactive have numbers as strong as hits
M18AAP inhibitor = PfM18AAP enzyme inhibition; inhibition, % at 7.35 µM; recombinant PfM18AAP, H-Glu-NHMec fluorogenic cleavage; AID 1822; 1.2% of 290,000 active;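 active = inhibition above the campaign mean inhibition over all tested compounds plus 3 SD, cut at about 28% in these data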;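 also: 0% = plate median of test compound wells and 100% = 2 mM ZnCl2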
GPR7 antag = antagonists of human GPR7 (neuropeptides B/W receptor 1). P48145. GPR7-expressing cells, fluorescence antagonist assay. inhibition, % at 4.4 µM. 1.1% of 290,000 active. AID 1861; in the data active = inhibition above about 16%, passing the limit was not always enough;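 also: cells stimulated with the agonist NPW; 0% = agonist with vehicle and 100% = vehicle without agonist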
Starred values were filed as active, the others as inactive; . = no result given; [ ] = another dose, or the depositor's remark.

Below each SMILES: MEKK3 PB1 HTS, MEKK2mut PB1 HTS, DNA FID counter, OXTR ag, PHOSPHO1 block, MEKK2 WT-MEK5, NALP1 inh, M18AAP inhibitor, GPR7 antag
> O=C(COc1ccccc1Cl)Nc1ccccc1C(=O)Nc1cccc(C(=O)O)c1
→ 100, 2, -46, -0.3, 40, 103, 0, 4, 1
> O=C(NCCNc1ccc([N+](=O)[O-])cc1)c1cccc(Br)c1
→ 103, 0, 5, 2.9, 0, 99, 12, -2, -6
> c1ccc(Cn2nnnc2C(c2ccccc2)N2CCN(c3nc4ccccc4s3)CC2)cc1 (stereo unspecified)
→ 92, -5, 0, 0.1, -12, 89, 3, 0, -2
> CCNC(=O)CC1C(=O)N(CC)C(=S)N1NC(=O)c1ccc(Cl)cc1 (stereo unspecified)
→ 96, -5, -4, -0.3, 4, 91, 6, 9, -8
> COCCn1c(SCC(=O)N2CCC(C)CC2)nc2ccccc2c1=O
→ 101, 7, -31, -1.9, 21, 106, -24, -7, 0
> COc1ccc(N2C(=O)C(Cl)=C(N3CCOCC3)C2=O)cc1
→ 86, -3, -9, -0.3, 30, 96, 26, 33*, 10
> C#CCN(CC=C)C(=O)c1ccc(OC2CCN(S(=O)(=O)N(C)C)CC2)cc1
→ 103, 3, -32, 2.2, 34, 108, 20, -12, -11
> CCc1cc2c(-n3nc(C)cc3C)ncnc2s1
→ 94, 4, -3, -1.6, 6, 86, 4, 6, -10
> S=C(c1ccc2c(c1)OCO2)N1CCCCC1
→ 86, 6, -5, -0.3, 3, 108, 17, 6, 12
> CCOC(=O)c1sc(C)c(C(N)=O)c1NC1=NCCCCC1
→ 111, 10, 4, 0.2, 19, 115, 20, 5, -15
> O=C(Nc1ccc(F)cc1)Nc1cccnc1
→ 100, 1, -6, ., 20, 98, 9, 7, 3
> COc1ccc(/C=N/NC(=O)C(Cc2c[nH]c3ccccc23)NC(=O)OCC(C)C)cc1[N+](=O)[O-] (stereo unspecified)
→ ., ., 6, -0.1, -26, ., 1, -6, -15
> COc1ccc(CCNC(=O)CC2Oc3ccc(Cl)cc3NC2=O)cc1OC (stereo unspecified)
→ 87, -3, -6, 0.4, -19, 91, 4, -7, -9
> COc1ccccc1NS(=O)(=O)c1ccc(C(N)=O)cc1
→ 28*[inhibitor], -76, 0, 0.8, 27, 35*[inhibitor], 16, -4, 5
> CCn1nc(C)c(/C=N/NC(=O)c2nc3nc(C)cc(C)n3n2)c1C
→ 104, 9, -10, -0.2, 12, 103, 12, -2, 0
> CN(C)CCN1C(=O)C(=O)/C(=C(/O)c2ccc(S(=O)(=O)N3CCOCC3)cc2)C1c1ccccc1 (stereo unspecified)
→ 85, -7, ., 0.7, -25, 83, 0, ., .
> COc1ccc(-n2c(Cc3ccccc3)nnc2SCC(=O)N2CCCc3ccccc32)cc1
→ 87, 3, -37, -1.4, -1, 101, -22, 0, -6
> CCCC(=O)NCc1ccccc1Cl
→ 115, 0, 1, -0.3, 53, 106, -3, -2, 3
> CCN(CC)S(=O)(=O)c1ccc2c(c1)oc(=O)n2CC(=O)NC1CCCCC1
→ 100, 0, -23, 1.9, 24, 106, 19, 1, 13
> O=C(Nc1ccccc1-c1nnn(CC(=O)N2CCOCC2)n1)c1ccc(F)cc1
→ 100, -2, -1, 0.8, 41, 98, -10, 2, -5
> CCCCCCOC(=O)C(C#N)c1nc2ccccc2nc1N1CCN(CC)CC1 (stereo unspecified)
→ 104, 30, 1, -1.1, -1, 158*, -2, -5, 3
> CC(C)=C1C2C=CC1C(C(=O)Nc1cc(C)ccc1C)C2C(=O)O (stereo unspecified)
→ 101, 3, -10, -1.8, -17, 106, 8, 7, 6
> O=S(=O)(Nc1nc2ccccc2nc1NCc1ccco1)c1ccc(Cl)cc1
→ 101, 3, -23, 7.0, 7, 103, 5, 24, -11
> COc1ccccc1CNC(=O)[C@H](C)NC(=O)C1CCN(C(=O)[C@@H]2CCCN2C(=O)OC(C)(C)C)CC1
→ 105, 6, -33, 0.1, -2, 108, -15, -3, -2
> CC(C)(C)OC(=O)NCCC(=O)N/N=C/c1ccc2ncccc2c1
→ 106, 5, -18, -0.1, 42, 101, ., 2, -8
> O=C(C1CCC1)N1CCc2cc(S(=O)(=O)N3CCCCC3)ccc21
→ ., ., -5, 0.7, 7, ., 2, 6, 12
> COc1ccc(N2Cc3ccccc3C2=NC(=O)c2ccc(C)cc2)cc1OC
→ 100, -5, -4, 0.2, 17, 90, 2, 9, -9
> Cc1ccc(NC(=O)CSc2ncc(-c3ccccc3)n2C(=O)c2ccccc2)cc1
→ 105, -7, -6, -0.7, -71, 93, 4, -2, -14
> O=C1CSC(=S)N1c1cccc(F)c1
→ 102, 1, -5, 1.9, 34, 102, 33, 6, 0
> Cc1ccc(OCc2n[nH]c(=S)n2-c2ccc(Br)cc2)cc1
→ 98, 5, -34, 9.8, -84, 102, -8, -5, 2

One compound at a time (already shown).
Record of COCCn1c(SCC(=O)N2CCC(C)CC2)nc2ccccc2c1=O → MEKK3 PB1 HTS: 101; MEKK2mut PB1 HTS: 7; DNA FID counter: -31; OXTR ag: -1.9; PHOSPHO1 block: 21; MEKK2 WT-MEK5: 106; NALP1 inh: -24; M18AAP inhibitor: -7; GPR7 antag: 0
Record of COc1ccc(-n2c(Cc3ccccc3)nnc2SCC(=O)N2CCCc3ccccc32)cc1 → MEKK3 PB1 HTS: 87; MEKK2mut PB1 HTS: 3; DNA FID counter: -37; OXTR ag: -1.4; PHOSPHO1 block: -1; MEKK2 WT-MEK5: 101; NALP1 inh: -22; M18AAP inhibitor: 0; GPR7 antag: -6
Record of O=C(Nc1ccccc1-c1nnn(CC(=O)N2CCOCC2)n1)c1ccc(F)cc1 → MEKK3 PB1 HTS: 100; MEKK2mut PB1 HTS: -2; DNA FID counter: -1; OXTR ag: 0.8; PHOSPHO1 block: 41; MEKK2 WT-MEK5: 98; NALP1 inh: -10; M18AAP inhibitor: 2; GPR7 antag: -5

Further results follow:
Below each SMILES: MEKK3 PB1 HTS, MEKK2mut PB1 HTS, DNA FID counter, OXTR ag, PHOSPHO1 block, MEKK2 WT-MEK5, NALP1 inh, M18AAP inhibitor, GPR7 antag
> COc1ccc(CNC(=O)c2cccc(NC(=O)c3ccccc3)c2)cc1
→ 104, -6, -9, -0.6, 1, 99, -7, -5, -6
> CC(C)Sc1nnc([C@@H]2CCCN2C(=O)OC(C)(C)C)o1
→ 95, -1, -14, -0.9, 20, 95, 24, -3, -2
> O=C1CCc2cc(S(=O)(=O)NC(Cc3ccccc3)C(=O)NCCC3=CCCCC3)ccc2N1 (stereo unspecified)
→ 115, 6, -32, -1.1, -14, 112, 0, -3, 6
> CCOc1ccc(C(CCc2ccccc2)NC(=O)c2ccccc2OC)cc1OCC (stereo unspecified)
→ 100, 2, -7, 0.0, 28, 99, 9, 1, 2
> Cc1cccc(C(=O)NNC(=O)C2CC2)c1
→ 99, 5, -3, 0.3, 14, 104, 31*, 0, -19
> CCn1c(CNC(=O)Cc2ccc(OC)cc2)nnc1SCC(=O)c1ccccc1
→ 100, 1, -5, ., 59, 99, 10, 15, -3
> CN(C)C(=O)c1cc(C(=O)c2ccc(C(F)(F)F)cc2F)c[nH]1
→ 121, 0, -9, 5.5, 45, 110, 7, -4, 1
> COc1cc2c(cc1NC(=O)Nc1ccccc1)oc1ccccc12
→ 105, 18, 15, -0.1, -14, 140*, 3, 15, -4
> Cc1ccc(C(=O)/C=C/Nc2ccc(S(=O)(=O)Nc3onc(C)c3C)cc2)cc1
→ 103, -1, -27, -0.4, 0, 99, 1, -2, -4
> COc1ccccc1C(=O)Nc1ccccc1N1CCOCC1
→ 103, 3, -17, -1.7, 54, 106, -10, -4, -3
> COc1cccc2cc(C(=O)N3CCN(c4ccccn4)CC3)c(=O)oc12
→ 103, -1, -8, -0.2, -4, 100, -1, -5, -9
> Cc1cc(C(=O)CSc2nc3ccccc3c(=O)n2C)c(C)n1CC1CCCO1 (stereo unspecified)
→ 89, -2, -5, ., 12, 91, -7, 7, 11
> CC(C)Oc1cccc(C(=O)C2CCCN(S(C)(=O)=O)C2)c1 (stereo unspecified)
→ 91, -5, -10, -0.6, 10, 99, 10, 1, 3
> O=C(COc1ccc(/C=N/NC(=O)C(=O)N2CCCCC2)cc1)Nc1ccccc1Cl
→ 101, 3, -32, 1.7, -15, 101, 1, 1, -11
> Cc1ccccc1OCC(=O)NCC1CCCO1 (stereo unspecified)
→ 101, 3, 0, 0.5, 17, 106, 7, -3, -8
> O=C(c1ccccc1)c1ccc(-c2ccc(O)cc2)cc1
→ 106, 5, -4, ., 16, 101, 8, -2, -10
> O=C(Nc1nc2ccccc2[nH]1)c1cccs1
→ 91, -2, -4, 0.2, 4, 96, -12, -2, -13
> Cc1ccc(Cl)cc1NC(=O)CCn1cccc1
→ 90, -2, 1, -0.6, 11, 86, -25, -6, 2
> O=C(NCc1ccco1)C1CC(O)CN1C(=O)Nc1ccccc1 (stereo unspecified)
→ 101, -1, -5, -0.3, 4, 96, 0, 0, -4
> O=C1NCCc2c1[nH]c1c(Cl)ccc(Cl)c21
→ 105, 5, -3, -1.0, -6, 108, 13, -4, -14
> O=C(C1CCCO1)N1CCN(C(=S)Nc2ccccc2Cl)CC1 (stereo unspecified)
→ 108, -1, 6, 0.5, -1, 97, 25, 5, -9
> Cc1ccc(-c2ccc(S(=O)(=O)NCc3ccco3)cc2)cc1
→ 98, -5, -10, 0.5, 40, 93, 0, -1, 4
> COc1cc(C(C#N)N2CCCCC2)ccc1O (stereo unspecified)
→ 102, 9, 1, 0.6, 18, 106, 7, 8, 8

Quoted at random: two records from the list, in no set order.
Below each SMILES: MEKK3 PB1 HTS, MEKK2mut PB1 HTS, DNA FID counter, OXTR ag, PHOSPHO1 block, MEKK2 WT-MEK5, NALP1 inh, M18AAP inhibitor, GPR7 antag
> O=C(NCc1ccco1)C1CC(O)CN1C(=O)Nc1ccccc1 (stereo unspecified)
→ 101, -1, -5, -0.3, 4, 96, 0, 0, -4
> CN(C)C(=O)c1cc(C(=O)c2ccc(C(F)(F)F)cc2F)c[nH]1
→ 121, 0, -9, 5.5, 45, 110, 7, -4, 1

A few values from the entries so far.
`O=C(C1CCCO1)N1CCN(C(=S)Nc2ccccc2Cl)CC1` (stereo unspecified) in DNA FID counter shows 6
`O=C1NCCc2c1[nH]c1c(Cl)ccc(Cl)c21` in GPR7 antag shows -14
`COc1ccc(CNC(=O)c2cccc(NC(=O)c3ccccc3)c2)cc1` in MEKK2 WT-MEK5 shows 99
`Cc1cc(C(=O)CSc2nc3ccccc3c(=O)n2C)c(C)n1CC1CCCO1` (stereo unspecified) in MEKK3 PB1 HTS shows 89

Compounds as they come, and some 6.2% of all compounds hit somewhere here.
